FUS yeast rescue – FUS proteinopathy suppression in yeast; S. cerevisiae FUS-expressing, growth rescue, OD600, 24 h; Potency, µM (titrated, usually from 76.6 µM), without a hit: top-dose growth rescue (activation), actives largely listed as activators; 0.24% of 390,000 active;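 note: potency is the fitted concentration of half-maximal effect; plate controls were DMSO vehicle for no effect and reference control for full effect; nearly all actives have a fitted effect of over 55% in size; some results filed as inactive show a strong effect at the top dose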
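Cultures pregrown in 2.5% raffinose medium are shifted to minimal medium containing 2% galactose to express toxic FUS. Compounds are tested at several concentrations. After 24hr at 30C, growth is quantified at 600 nm absorbance.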
TDP43 rescue – TDP-43 toxicity inhibition in yeast | TDP-43 expressing yeast growth rescue, BacTiter-Glo, 24 h | Potency, µM (titrated, usually from 46.1 µM), for inactives: at the highest dose growth rescue (activation), actives largely listed as activators | AID 652104 | 1.8% of 410,000 active; note: potency is the fitted concentration of half-maximal effect; % of control where 0% means no effect; nearly all actives have a fitted effect of over 50% in size
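Growth rescue of TDP-43-toxic yeast measured as ATP luminescence (BacTiter-Glo). Cells grown to mid-log in raffinose, induced in galactose at OD600=0.02, exposed to compound 24 hr at 30 deg C.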
HEK293 tox – cytotoxicity counter-screen for GLP-1 receptor inverse agonists; 0.13% of 410,000 active; HEK293 cAMP-luciferase reporter cells, luminescence, 24 h; AID 624418; Potency, µM (top dose mostly 38.3 µM), for inactives: at the top dose activity change, negative = inhibition, hits mostly inhibitors;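 note: loss of luciferase light is scored as toxicity; potency is the fitted concentration of half-maximal effect; % is set by controls: 0 for no effect and ±100 for the full control effect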
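Here, cytotoxicity is scored as loss of luminescence. The MLSMR collection was tested on cells seeded in medium containing 10% Nu serum, with a 24 hr compound exposure preceded by 12 hours of culture.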
PTHR1 ag – activates the human parathyroid hormone receptor PTHR1; Q03431; 0.075% of 410,000 active; AID 743266; HEK293 GP2 PTHR1 cells, GloSensor cAMP luminescence, 1 h; Potency, µM (highest dose often 115 µM), for inactives: at the top dose activation, usual class: activators; note: potency is the fitted concentration of half-maximal effect; nearly all actives have a fitted effect of over 55% in size; some results filed as inactive show a strong effect at the top dose; inactives centre near -15; many of its hits are not listed in these tables
Target sequence (Q03431 whole entry, looked up): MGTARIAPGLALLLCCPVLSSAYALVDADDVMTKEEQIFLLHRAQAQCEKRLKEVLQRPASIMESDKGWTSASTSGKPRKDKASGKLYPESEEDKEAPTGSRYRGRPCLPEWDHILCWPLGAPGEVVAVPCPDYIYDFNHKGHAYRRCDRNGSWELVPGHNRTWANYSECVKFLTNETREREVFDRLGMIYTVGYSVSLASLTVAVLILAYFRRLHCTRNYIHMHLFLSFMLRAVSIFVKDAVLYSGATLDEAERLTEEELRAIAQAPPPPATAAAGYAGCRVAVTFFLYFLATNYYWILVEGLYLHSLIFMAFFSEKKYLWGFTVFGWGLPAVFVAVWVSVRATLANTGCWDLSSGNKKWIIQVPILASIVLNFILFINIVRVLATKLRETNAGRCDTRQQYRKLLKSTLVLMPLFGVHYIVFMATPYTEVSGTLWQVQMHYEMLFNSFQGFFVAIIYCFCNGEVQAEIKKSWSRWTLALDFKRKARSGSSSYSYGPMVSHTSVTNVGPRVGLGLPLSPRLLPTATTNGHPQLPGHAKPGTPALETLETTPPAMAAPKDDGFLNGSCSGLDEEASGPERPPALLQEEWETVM
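HEK-293-derived GP2 cells expressing PTHR1 and a GloSensor cAMP reporter, 3,000/well, plated overnight, given luciferin plus IBMX (each 0.5 mM as added) for 1 h at 37 °C, then compound for 1 h at 37 °C. Luminescence was read after 15 min at room temperature.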
Abeta rescue – restores growth of yeast expressing A-beta42 peptide; yeast expressing A-beta42, growth rescue, OD600, 48 h; response scale: 0% DMSO, 100% iron-clioquinol control; Potency, µM (series often up to 46.1 µM), for inactives: at the top dose growth rescue, most hits filed as activators; 0.063% of 410,000 active; note: potency is the fitted concentration of half-maximal effect; nearly all actives have a fitted effect of over 55% in size
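Yeast A-beta toxicity model in growth medium with pinned compounds, 48 h at 30 C; growth read as absorbance at 600 nm. Normalized to FeCl3/clioquinol equimolar mix (positive) and DMSO (negative).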
aSyn rescue – inhibitors of alpha-synuclein toxicity in yeast; 0.14% of 370,000 active; Yeast expressing alpha-synuclein, growth rescue, BacTiter-Glo, 24 h; AID 652106; Potency, µM (titrated, usually from 46.1 µM), inactives show at the top dose growth rescue (activation), actives largely listed as activators; note: potency is the fitted concentration of half-maximal effect; % of control where 0% means no effect; nearly all actives have a fitted effect of over 65% in size
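Screening used galactose-induced yeast with toxic alpha-synuclein levels, exposed to compound for 24 hr at 30 deg C. Cell growth, read with BacTiter-Glo luminescence, gave the measured signal.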
Akt phos inh – inhibitors of Akt phosphorylation | Neuro2A IGF-stimulated pAkt S473 HTRF, 20 min; hits give low values | activity change, % for hits at 50 µM | 0.32% of 360,000 active | AID 651550; in the data active = activity change below about -80%; inconclusive = mostly about -51% to -80%; note: % is set by controls: 0 for no effect and ±100 for the full control effect
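Single-point screen (50 µM final compound) in Neuro2A cells stimulated 20 min with 6 nM IGF at 37 deg C. After lysis, Ser473-phosphorylated Akt read by HTRF (ex 330 nm, em 615/665 nm) as the 665/615 ratio.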
MmCpn inh – inhibitors of Methanococcus maripaludis chaperonin (MmCpn); purified Mm-Cpn ATPase, ADP Transcreener TR-FRET; Potency, µM (doses to about 76.9 µM), without a hit: top-dose activity, negative = inhibition, most hits filed as inhibitors; 0.031% of 330,000 active; note: potency is the fitted concentration of half-maximal effect; % is set by controls: 0 for no effect and ±100 for the full control effect; nearly all actives have a fitted effect of over 80% in size
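Measured: ADP formation by purified Mm-CPN. Conditions: 25 nM protein, 10 uM ATP, Tris pH 7.4 with Mg2+, K+ and DTT, 37°C for 30 min. Detection: Transcreener HTRF after 30 min at room temperature.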
GLP1R inv ag – GLP-1 receptor (human) inverse agonism; P43220; 1.6% of 410,000 active; Potency, µM (highest dose often 38.3 µM), for the others: at the top dose activity change, negative = inhibition, actives largely listed as inhibitors; HEK293 GLP-1R CRE-luciferase, luminescence, 24 h; GLP-1R form is constitutively active; AID 624417; note: potency is the fitted concentration of half-maximal effect; % is set by controls: 0 for no effect and ±100 for the full control effect; nearly all actives have a fitted effect of over 55% in size
Target sequence (P43220 whole entry, looked up): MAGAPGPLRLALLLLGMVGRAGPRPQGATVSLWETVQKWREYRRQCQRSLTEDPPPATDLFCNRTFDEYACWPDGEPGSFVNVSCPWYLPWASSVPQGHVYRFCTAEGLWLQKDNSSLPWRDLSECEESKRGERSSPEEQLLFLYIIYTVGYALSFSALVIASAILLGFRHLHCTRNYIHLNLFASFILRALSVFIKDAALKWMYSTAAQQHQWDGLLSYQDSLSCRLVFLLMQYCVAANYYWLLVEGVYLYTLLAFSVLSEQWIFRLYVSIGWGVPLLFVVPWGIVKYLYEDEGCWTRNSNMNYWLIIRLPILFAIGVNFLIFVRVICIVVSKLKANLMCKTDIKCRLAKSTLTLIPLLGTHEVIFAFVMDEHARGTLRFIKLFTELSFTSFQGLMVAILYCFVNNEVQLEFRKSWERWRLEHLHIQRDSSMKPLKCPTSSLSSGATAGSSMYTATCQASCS
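Constitutively active GLP-1R drives a cAMP-responsive luciferase in stably transfected HEK293 cells; test compounds are added after overnight (12 h) attachment and left 24 hr, and signal loss in luminescence marks inhibition.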
Starred values were filed as active, the others as inactive; i = inactive; ? = inconclusive; . = no result given; & = joins results of further samples; [ ] = remark or other dose. Unless noted, calls come from the whole dose curve; as a rule, active = well fitted curve in the direction sought with a large enough effect; inconclusive = small, poorly fitted or top-dose-only effect, or another doubt; inactive = no such curve, though single readings can be large; an effect the other way counts as inactive or inconclusive. This is a subset; the hit share may differ from the screen's.

SMILES | FUS yeast rescue | TDP43 rescue | HEK293 tox | PTHR1 ag | Abeta rescue | aSyn rescue | Akt phos inh | MmCpn inh | GLP1R inv ag
COCCCNC(=O)Cc1c(C)c2c(cc(C)c3c(C(C)(C)C)coc32)oc1=O | 32µM* | 4% | ? | -20% | 13% | -1% | i | -1% | ?
CCOc1ccccc1CN1CCC(n2nccc2NC(=O)CCCc2ccccc2)CC1 | 17% | 0% | -17% | -15% | -7% | 1% | i | 0% | ?
Cc1cc(OCc2cc(C(=O)N(C)CCOc3ccccc3)no2)cc(C)c1Cl | ? | 19% | -8% | -24% | 5% | 18% | i | 3% | ?
COc1ccc(C(=O)NC(C(=O)OCC(=O)Nc2sccc2C(N)=O)C(C)C)cc1 (configuration not stated) | 4% | -13% | -20% | -23% | 5% | -10% | i | -12% | 15%
CCCCOC(=O)CSc1nnc(-c2cc(OC)c(OC)c(OC)c2)o1 | 43% | 18% | 0% | i | 1% | 4% | i | -1% | 0%
Cc1noc(C)c1C(=O)Nc1sc2c(c1C(N)=O)CCCCC2 | 14% | -12% | 1% | i | -1% | -7% | i | -1% | 15%
COc1ccc(C2C(C(=O)c3ccco3)=C(O)C(=O)N2CC2CCCO2)c(OC)c1 (configuration not stated) | 36% | -5% | 6% | i | -7% | -3% | i | -3% | 6%
CC(OC(=O)c1cc2c(ccc3ccccc32)oc1=O)c1nc2ccccc2s1 (configuration not stated) | -2% | 7% | 28% | i | -8% | 9% | i | 1% | 31%[activator]
CCc1cc(S(=O)(=O)N2CCN(C(=O)c3ccco3)CC2)ccc1OC | 20% | 22% | -2% | -21% | 4% | 11% | i | 0% | -14%
CC1(C)C(=O)Nc2ccccc2N1C(=O)COC(=O)c1cc(S(C)(=O)=O)ccc1Cl | 19% | -17% | -4% | i | 25% | -1% | i | 4% | 21%
Cc1cccc2sc(NC(=O)C3CCN(C(=O)c4ccco4)CC3)nc12 | 27% | 14% | 23% | -87%[inhibitor] | 25% | 8% | i | 0% | -25%
CCOc1cccc(CN(CC)CC2CCCN(CCc3cccc(OC)c3)C2)c1O (configuration not stated) | 7% | -4% | ? | i | 2% | 1% | i | -1% | ?
COc1ccc(NC(=O)c2cc(C3CCCCN3C(=O)C3CC3)on2)c(C)c1 (configuration not stated) | 22% | -2% | 4% | 3% | -19% | -6% | . | . | -19%
O=C(NCc1ccccc1)C1c2ccccc2OCC(=O)N1Cc1ccccc1 (configuration not stated) | 2% | 29% | -10% | -3% | -1% | 2% | i | . | 1%
Cc1n[nH]c(=O)c2c(NC(=O)COC(=O)Cc3c(F)cccc3Cl)oc(C)c12 | 4% | -3% | -5% | i | 1% | 0% | i | 0% | 4%
CCOC(=O)c1cc(NC(=O)N2CCCCC2)c(C)nc1C | 13% | -16% | -4% | i | -9% | -8% | i | 1% | 3%
COc1ccc(S(=O)(=O)NC2CCCCCC2)c(OC)c1 | -3% | -6% | -10% | i | -7% | -2% | i | 2% | ?
O=C(Cc1csc2nc(-c3ccccc3)cn12)NCc1ccc(F)cc1 | 0% | 18% | 6% | i | -4% | . | . | . | 10%
CN(C)C(=O)c1cc(C(=O)c2ccccc2C(F)(F)F)c[nH]1 | -1% | 8% | -5% | -17% | -13% | 7% | i | 0% | 10%
CN(C)S(=O)(=O)c1cccc(NC(=O)C2CCN(S(=O)(=O)c3cccs3)CC2)c1 | 44% | -7% | -14% | -87%[inhibitor] | 9% | -10% | i | -1% | -19%
Nc1nc(SCC(=O)Nc2cccc(C(F)(F)F)c2)n[nH]1 | -5% | 5% | 15% | i | -10% | . | . | . | 6%
O=C(Nc1ccc(OCc2ccccc2)cc1)c1ccccc1 | 5% | 9% | -1% | 0% | -12% | -5% | i | -1% | 24%
CC12CCC(C(=O)NCCCN3CCOCC3)(C(Br)C1=O)C2(C)C (configuration not stated) | 22% | -26% | 5% | ? | 0% | -10% | i | ? | 5%
COC(=O)c1ccc(C(=O)OC)c(NC(=S)N2CCN(c3ccccn3)CC2)c1 | 8% | . | -3% | -8% | -13% | 4% | i | 2% | 27%
CCOC(=O)c1cc(-c2ccc(C)cc2)nc2nc(SC)[nH]c(=O)c12 | . | 8% | 5% | -23% | 10% | -2% | i | -2% | 16%
COc1ccc(C(=O)COC(=O)CNS(=O)(=O)c2ccc(C)cc2)cc1 | 21% | -10% | 1%[1.53 µM] | -7% | 23% | 8% | i | -4% | 14%
Cc1ccc(C(=O)Nc2cc3cc(Cl)ccc3oc2=O)cc1 | -28% | 22% | -6% | -15% | 4% | . | . | . | -32%
COc1cc(OC)cc(C(=O)NCC(=O)N2CCN(c3ccc(O)cc3)CC2)c1 | 27% | -14% | 2% | i | 18% | -3% | i | 1% | ?
O=C(NC1CCCC1)C(c1ccc(F)cc1)N(C(=O)c1csnn1)c1ccccc1F (configuration not stated) | -1% | 7% | 0% | i | 7% | 1% | i | 0% | -21%
O=C(c1cc(-c2ccccc2O)on1)N1CCCC1 | 34% | 13% | -32% | -6% | 6% | -7% | i | -4% | 1%

Full records, looked up by structure. Order of values: FUS yeast rescue	TDP43 rescue	HEK293 tox	PTHR1 ag	Abeta rescue	aSyn rescue	Akt phos inh	MmCpn inh	GLP1R inv ag
`COc1cc(OC)cc(C(=O)NCC(=O)N2CCN(c3ccc(O)cc3)CC2)c1` reads 27%	-14%	2%	i	18%	-3%	i	1%	?
`O=C(Nc1ccc(OCc2ccccc2)cc1)c1ccccc1` reads 5%	9%	-1%	0%	-12%	-5%	i	-1%	24%
`CCOC(=O)c1cc(-c2ccc(C)cc2)nc2nc(SC)[nH]c(=O)c12` reads .	8%	5%	-23%	10%	-2%	i	-2%	16%
`COc1ccc(S(=O)(=O)NC2CCCCCC2)c(OC)c1` reads -3%	-6%	-10%	i	-7%	-2%	i	2%	?
`O=C(NC1CCCC1)C(c1ccc(F)cc1)N(C(=O)c1csnn1)c1ccccc1F` (configuration not stated) reads -1%	7%	0%	i	7%	1%	i	0%	-21%

Continuation:
SMILES | FUS yeast rescue | TDP43 rescue | HEK293 tox | PTHR1 ag | Abeta rescue | aSyn rescue | Akt phos inh | MmCpn inh | GLP1R inv ag
Cc1ccc(NC(=O)N[C@H](C(=O)O)C(C)C)c(C)c1 | 19% | -31%[inhibitor] | 1% | -2% | -3% | -7% | i | 1% | 45%[activator]
CC(=O)c1ccc(N2CCN(C(=O)c3ccc(NC(=O)C4CCCO4)cc3)CC2)cc1 (configuration not stated) | -2% | 2% | -3% | i | 15% | 0% | i | -2% | 16%
CCOC(=O)c1ccc(NC(=S)N(CCN2CCCCCC2)Cc2ccco2)cc1 | -2% | -14% | ? | i | -25% | 0% | i | 4% | 6.3µM*
O=C(NCc1ccc(F)cc1)C(c1cccs1)N(C(=O)c1csnn1)C1CC1 (configuration not stated) | 10% | 24% | 3% | -8% | -1% | 5% | i | 2% | -18%
COc1ccccc1C(=O)NCCC(=O)NCCOc1ccc(C)cc1 | -5% | 10% | -36% | i | 4% | -1% | i | . | 17%
NC(=O)c1cc([N+](=O)[O-])ccc1NCc1ccc(F)cc1 | -21% | ? | -19% | -53%[inhibitor] | 5% | 17% | i | 2% | 17%
COc1ccc(NC(=O)CSc2c(C)nn(-c3nnc(C)c(=O)[nH]3)c2C)cc1 | 0% | 6% | -5% | i | 9% | 1% | i | 1% | 0%
Cc1cc(NC(=O)c2ccc(-c3ccccc3[N+](=O)[O-])o2)no1 | -5% | ? | 5% | -38%[inhibitor] | 2% | 1% | i | 2% | 24%
Nc1nc(-c2ccc(S(=O)(=O)N3CCCCC3)cc2)cs1 | 7% | 6% | -8% | -42%[inhibitor] | 0% | 14% | i | -11% | -20%
c1ccc2c(c1)NC1(CCCCC1)n1c-2nc2ccccc21 | ? | -14% | 6% | -11%[57.5 µM] | -8% | -3% | . | -4% | 5%
CS(=O)(=O)c1ccccc1C(=O)Nc1cc2c(cc1C(=O)O)OCCCO2 | 15% | 0% | -1% | i | 10% | 3% | i | 1% | -7%
CCOCCCNC(=O)c1cc2c(=O)n3ccccc3nc2s1 | 7%&-13% | 5%&9% | 195%&80%[activator] | i | -3%&-1% | 0% | i | -5% | 40%&10%[activator]
CN(C)S(=O)(=O)c1ccc(C(=O)OCC(=O)Nc2ccc(OC(F)F)cc2)cc1 | 7% | -6% | -4% | i | 6% | -1% | i | -1% | 15%
CC(C)(C)c1ccc(C(=O)CCC(=O)OCC(=O)NCCc2ccc(S(N)(=O)=O)cc2)cc1 | . | 17% | -16% | -4% | -4% | 1% | i | 3% | -1%
COC(=O)c1ccccc1NC(=O)c1nc(SCc2ccccc2C)ncc1Cl | -18% | 15% | 0% | i | 1% | . | . | . | 9%
Cc1noc(C)c1S(=O)(=O)N(C)C[C@H]1Oc2ccc(NC(=O)NC3CCCCC3)cc2C(=O)N([C@H](C)CO)C[C@@H]1C | ? | ? | 6% | -25% | -14% | -2% | i | -1% | 28%
CCOc1ccc(NC(=O)N(CCN2CCOCC2)Cc2ccc3c(c2)CCCN3CC)cc1 | 16% | -2% | 4% | i | 3% | -1% | i | -2% | -47%
Cc1cc2c(cc3c(=O)n(CC(=O)NCc4ccccc4Br)ncn32)s1 | 8% | 12% | -7% | -17% | -5% | . | . | . | -4%

Screening results (PubChem)
